NPR2 activator: human GC-B receptor activators, primary screen, HEK293 GC-B cells, cGMP TR-FRET, EC30 CNP | Atrial natriuretic peptide receptor 2 (Homo sapiens), P20594 | 0% at EC30 CNP, 100% saturating CNP | activation, % at 10 µM | 370,000 compounds, 0.11% hits;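 active = activation at 10 µM reaching about 35% in either raw or pattern-adjusted values, limit read from the data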
GC-A act: GC-A stimulated cGMP production enhancers – HEK293 GC-A cells, cGMP TR-FRET, EC30 ANP, primary screen | Atrial natriuretic peptide receptor 1 (Homo sapiens), P16066 | 0% at EC30 ANP, 100% saturating ANP | 370,000 compounds, 0.14% hits | activation, % at 10 µM; in the data active = activation above about 40%
hcDAF12 agonist: H. contortus DAF-12 nuclear receptor activators, primary screen, cell-based, luminescence, HEK293, lit1-tk-luc reporter; HEK293 hcDAF-12 lit1-tk-luc reporter; 0% DMSO, 100% Δ7-dafachronic acid; activation, % at 6.8 µM; 370,000 compounds, 1.4% hits; AID 652067, 2013;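 active = activation above the mean of all tested compounds plus 3 SD, cut at about 5.5% in these data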;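 also: 100% = response to 3 µM Δ7-dafachronic acid high control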
DAX1 inh-1: DAX1 (NR0B1) inhibitors, primary screen, cell-based, HEK293, Gal4-DAX1, luciferase luminescence. AID 504766, 2011. Nuclear receptor subfamily 0 group B member 1 (Homo sapiens), P51843. inhibition, % at 6.75 µM. 340,000 compounds, 0.99% hits. HEK293 Gal4-DAX1 luciferase reporter;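 active = inhibition above the mean over all tested compounds plus 3 SD, cut at about 4.2% in these data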;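 also: 0% = DAX1-transfected cells with DMSO and 100% = empty-vector control cells with DMSO; inhibition shows as a rise in luminescence from relieved DAX1 repression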
Target sequence (P51843 207-470 limits assumed): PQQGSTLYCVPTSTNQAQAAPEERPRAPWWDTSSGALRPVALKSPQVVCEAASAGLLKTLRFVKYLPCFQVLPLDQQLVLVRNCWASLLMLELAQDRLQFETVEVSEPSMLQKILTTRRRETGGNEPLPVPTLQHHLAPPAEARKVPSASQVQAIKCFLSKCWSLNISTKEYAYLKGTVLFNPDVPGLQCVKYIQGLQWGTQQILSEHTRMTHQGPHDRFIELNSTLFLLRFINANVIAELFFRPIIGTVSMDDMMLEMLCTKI
SMARCA2 act: SMARCA2 (BRM) function activators, primary screen, cell-based, luminescence, high throughput | MG213 cells, MMTV-luciferase reporter, dexamethasone, overnight | activation, % at 9.1 µM | 370,000 compounds, 1% hits | AID 652017, 2013; in the data active = activation above about 7.8%;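 also: 0% = vehicle wells and 100% = reference activator wells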
GAA850 FXN act: FXN promoter activators, primary screen, cell-based, luciferase luminescence, HEK293 lucGAA850; HEK293 lucGAA850 FXN promoter luciferase reporter, 24 h; percent of 10 µM SAHA response; activation, % at 6 µM; 360,000 compounds, 0.56% hits; AID 540364, 2011;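 active = activation above the average of all compounds screened plus 3 SD, cutoff fixed separately per campaign, cut at about 7.5% in these data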;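 also: 0% = DMSO wells and 100% = 10 µM SAHA wells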
DAX1 inh-2: DAX1 (NR0B1) inhibitors on StAR promoter, primary screen, cell-based, luminescence, SF-1 (NR5A1), full-length DAX-1; HEK293T StAR-luciferase reporter, SF-1/DAX-1 repression relief; inhibition, % at 6.8 µM; 370,000 compounds, 1.1% hits; AID 652010, 2013;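 active = inhibition above the mean over all tested compounds plus 3 SD, cut at about 3.6% in these data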;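 also: 0% = DAX-1 cells with DMSO and 100% = cells lacking DAX-1 with DMSO; higher inhibition means more luminescence from relief of DAX-1 repression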
hgDAF-12 ag: H. glycines DAF-12 receptor agonists, primary screen, cell-based, luminescence, HEK293, GAL4 fusion, UAS-luciferase; HEK293 GAL4-hgDAF12 UAS-luciferase reporter, agonist luminescence; normalized to butyrate control; activation, % at 6.8 µM; 370,000 compounds, 1.8% hits; AID 687014, 2013;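 active = activation above a cutoff set at the mean of all screened compounds plus 3 SD, cut at about 10% in these data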;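 also: 0% = DMSO wells and 100% = sodium butyrate wells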
ssDAF-12 act: S. stercoralis DAF-12 nuclear receptor activators, primary screen, cell-based, luminescence, HEK293, GRIP1 co-expression, lit1-tk-luc | AID 652126, 2013 | 370,000 compounds, 1% hits | activation, % at 6.8 µM | Nuclear hormone receptor DAF-12 (Strongyloides stercoralis) | HEK293 ssDAF-12/GRIP1 lit1-tk-luc reporter; % of 3 µM dafachronic acid response;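 active = activation above the mean over all tested compounds plus 3 SD, cut at about 0.9% in these data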;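 also: 0% = DMSO-only wells and 100% = 3 µM delta7-dafachronic acid wells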
proKLK7 act: proKLK7 zymogen activators, primary screen, biochemical, fluorescence intensity; Kallikrein-7 (Homo sapiens), P49862; activation, % at 7 µM; AID 652039, 2013; purified proKLK7, EDANS-DABCYL substrate fluorescence; 100% is mature enzyme control, 0% vehicle; 370,000 compounds, 0.9% hits;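 active = activation above the mean of all tested compounds plus 3 SD, computed per campaign excluding outliers beyond control limits, cut at about 13% in these data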
Target sequence (P49862 whole entry, looked up): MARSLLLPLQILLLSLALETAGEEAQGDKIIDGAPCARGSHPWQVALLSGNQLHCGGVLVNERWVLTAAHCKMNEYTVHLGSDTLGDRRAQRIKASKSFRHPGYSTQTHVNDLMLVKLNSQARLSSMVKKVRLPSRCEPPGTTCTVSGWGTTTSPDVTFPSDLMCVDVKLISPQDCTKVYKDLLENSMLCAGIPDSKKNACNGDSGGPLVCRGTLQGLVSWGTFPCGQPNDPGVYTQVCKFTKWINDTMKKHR
HGIII-sPLA2 inh: human group III sPLA2 inhibitors, primary screen, biochemical, QFRET, BODIPY PC-A2 liposome substrate | Group 3 secretory phospholipase A2 (Homo sapiens), Q9NZ20 | QFRET BODIPY PC-A2 liposome hydrolysis, fluorescence | inhibition, % at 12.2 µM | 370,000 compounds, 0.56% hits | AID 743126, 2013;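 active = inhibition above mean plus 3 SD of compounds lying within the high and low control bounds, cut at about 19% in these data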;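 also: 0% = median of test compound wells and 100% = no enzyme DMSO wells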
Target sequence (Q9NZ20 whole entry, looked up): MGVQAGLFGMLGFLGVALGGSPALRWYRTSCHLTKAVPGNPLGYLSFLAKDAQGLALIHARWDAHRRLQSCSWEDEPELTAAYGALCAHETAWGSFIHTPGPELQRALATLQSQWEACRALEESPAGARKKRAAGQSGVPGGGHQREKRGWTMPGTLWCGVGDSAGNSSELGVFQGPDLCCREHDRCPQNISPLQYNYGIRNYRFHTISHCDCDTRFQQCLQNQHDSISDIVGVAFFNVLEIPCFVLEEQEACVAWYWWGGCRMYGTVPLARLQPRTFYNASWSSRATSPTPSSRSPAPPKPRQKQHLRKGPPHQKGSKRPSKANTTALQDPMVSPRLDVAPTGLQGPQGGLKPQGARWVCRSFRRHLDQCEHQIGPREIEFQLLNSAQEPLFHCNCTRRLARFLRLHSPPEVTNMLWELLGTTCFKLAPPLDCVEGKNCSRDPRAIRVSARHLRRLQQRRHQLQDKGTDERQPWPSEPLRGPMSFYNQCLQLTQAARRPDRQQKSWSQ
Active calls of the source: *; nt = no result given.

SMILES	NPR2 activator	GC-A act	hcDAF12 agonist	DAX1 inh-1	SMARCA2 act	GAA850 FXN act	DAX1 inh-2	hgDAF-12 ag	ssDAF-12 act	proKLK7 act	HGIII-sPLA2 inh
COc1cc(CNc2ncnc3c2ncn3[C@H]2CN(Cc3cc(OC)c(OC)c(OC)c3)C[C@@H](CO)O2)cc(OC)c1OC	-4	-1	-1.1	nt	-3	-1.5	0.7	0.5	-1.4	0.6	-11
CCCCn1nnnc1C(c1ccccc1)N1CCN(c2ccc(OC)cc2)CC1 (stereo not given)	0	1	-2.1	nt	-4	nt	-0.2	-0.6	-1.1	0.3	3
O=S(=O)(Nc1ccc(Cl)cc1)c1cccc2cccnc12	-10	-14	-0.9	-1.9	3	-0.6	-0.1	0.6	-0.5	-0.2	-10
O=C(Nc1cccc(F)c1)Nc1ccc(Cl)cn1	0	-1	2.6	-0.5	2	1.3	1.1	4.1	-1.1	0.2	-2
CC(NC(=O)CN1CCc2ccccc21)c1ccccc1 (stereo not given)	-2	-1	2.6	0.0	-4	-0.2	-0.1	0.8	0.0	-0.8	2
Nc1cc([N+](=O)[O-])ccc1O	1	-8	-2.0	0.1	-5	-1.4	0.3	-1.5	-1.1	0.1	16
COc1ccc([C@H]2/C=C\CN(C(=O)C3CCCC3)[C@@H](C)C(=O)N2Cc2ccc(F)cc2)cc1	-6	1	-1.4	-1.8	1	-3.1	-0.8	-0.1	-1.9	0.1	-3
c1ccc(NN(Cc2ccncc2)c2ccccc2)cc1	-12	-26	0.4	0.1	-3	-0.5	-1.2	-0.3	-0.3	0.7	3
Cc1ccc2[nH]c3c(=O)n(Cc4ccco4)cnc3c2c1	4	4	-0.9	-0.3	-2	1.6	0.2	1.0	-1.5	0.5	2
CN(C)S(=O)(=O)c1ccc2oc(SCC(N)=O)nc2c1	2	-1	-1.7	-0.8	0	-0.2	-0.5	-0.9	-1.5	0.4	0
O=C(NN=C1CCCC1)c1ccc([N+](=O)[O-])cc1	4	5	-1.2	1.0	-2	2.0	-0.2	-2.8	-1.3	-0.1	8
O=C(NCCc1cscn1)C1CCC(=O)N(Cc2ccc(Cl)cc2)C1 (stereo not given)	3	3	2.7	0.6	-1	-1.5	3.1	1.6	-1.4	0.3	3
CN(C(=O)c1ccc(NC(=O)Cc2cccc(NC(=O)C3CCCN(S(=O)(=O)c4cccc([N+](=O)[O-])c4)C3)c2)cc1)C1CC1 (stereo not given)	0	3	0.4	-0.2	-1	0.3	-0.2	-1.6	-1.1	0.5	-4
CCc1nnc(NC(=O)CSc2nnc(CCc3nc4ccccc4[nH]3)n2C)s1	0	0	0.0	3.1	6	2.3	0.9	3.4	-0.1	0.2	6
Nc1nc(N)c2[nH]c(=S)[nH]c2n1	0	1	1.7	1.1	2	0.0	0.9	2.0	-1.3	-0.1	1
COc1ccccc1C(=O)N1CCC(Oc2cccnc2)CC1	7	1	-2.6	nt	1	nt	0.3	2.1	-1.0	0.0	7
CCOC(=O)C1CCN(C(=O)COC(=O)C2CCN(S(=O)(=O)c3ccc4c(c3)OCCO4)CC2)CC1	1	4	-0.9	0.7	-2	3.5	1.6	1.6	-0.5	-0.7	-3
COC(=O)[C@]12C[C@H](CC(=O)N3CCSCC3)C(=O)N(CCC3=CCCCC3)C1=C[C@H](C(C)(C)C)O[C@@H]2C	5	-8	0.0	nt	-3	nt	-0.5	0.2	-1.2	-0.4	1
Cc1cc(Nc2ccc(N3CCOCC3)cc2)c2cccc(C)c2n1	-8	6	-2.0	1.2	4	1.7	0.3	-0.7	-2.3	-0.4	5
CC(C)(C)OC(=O)NCCc1nnc(SCc2c(Cl)cccc2Cl)o1	12	-5	-1.9	0.3	-5	5.5	-0.7	-1.1	-1.7	0.6	0
Cc1ccc(NC(=O)N2CCC(NC(=O)c3cccc(F)c3)CC2)cc1	6	4	-2.0	0.1	-3	-1.2	-0.3	-4.3	-1.0	0.5	6
CCC(CC)NC(=O)Nc1ccc(F)cc1F	-6	1	-1.5	-1.7	-1	2.4	-0.2	1.0	-1.8	-0.3	0
CCCc1cc(=O)[nH]c(=S)[nH]1	7	2	-0.1	0.3	1	-3.2	-0.4	1.8	-1.2	0.3	3
CCCC/C=C1/[C@@H](CC)N(Cc2ccc(OC)cc2OC)C2=N[C@@H](c3ccccc3)CC(=O)N21	-19	-22	-1.8	nt	nt	nt	nt	3.7	-1.4	nt	1
CCOC(=O)c1ccc(NC(=O)COc2ccc(CNC3CCCCC3)cc2OC)cc1	-7	1	-0.2	1.5	2	-5.1	-0.6	-2.1	-1.9	0.2	-20
C[C@@H]1C(c2ccccc2)=NN(c2ccc(Br)cc2)[C@H]1C(=O)N1CCOC1=O	-4	-3	-0.1	0.3	-3	-1.5	2.9	0.3	-1.0	57*	-1
Cc1cc(NC(=O)CCCn2nc([N+](=O)[O-])cc2C)no1	0	-2	-1.7	0.2	-1	0.0	0.2	0.0	-1.2	0.3	6
COc1cc2c(cc1OC)C(NC(=O)C(F)(F)F)CNC2=O (stereo not given)	-1	1	-0.6	-0.6	-4	-3.9	1.2	13*	-2.0	-0.8	0
COc1ccccc1OCCCCCCN1CCN(C)CC1	2	1	1.6	1.3	1	1.4	-0.2	-2.0	-0.7	0.3	-8
COc1ccc(CNC(=O)C2=CC(c3ccc(C)cc3)=NS(=O)(=O)N2C)cc1	-3	2	0.8	0.6	-3	-1.2	0.3	-0.9	-0.8	0.6	-25
COC(=O)c1ccc(/C=C2\Oc3ccccc3NC2=O)cc1	0	2	1.7	-0.4	-1	4.6	0.3	3.2	-1.4	-5.5	1
COc1ccc(NC(=O)CSc2nnc(-c3ccccc3)n2Cc2ccco2)cc1OC	0	2	-1.2	-0.7	-2	-0.6	-0.6	-2.5	-1.9	0.5	-6
CCCCn1c(N)c(N(Cc2ccccc2OC)C(=O)CC2OC(=O)c3ccccc32)c(=O)[nH]c1=O (stereo not given)	2	1	0.1	-0.3	3	1.6	0.0	-1.5	-0.6	0.0	13
COc1cccc(C(NC(C)=O)c2nc(-c3ccccc3OC)cs2)c1 (stereo not given)	0	-12	-0.5	nt	1	-1.4	2.4	9.8	0.4	-0.3	-9
O=[N+]([O-])c1ccc(-c2cn(-c3ccc(Cl)cc3)cn2)cc1	-2	-1	3.9	nt	6	nt	3.3	9.0	0.3	-0.4	1
COc1ccc(C(C#N)c2ccc(=O)[nH]n2)cc1 (stereo not given)	4	2	-1.3	0.0	0	0.5	0.1	0.0	-0.3	0.3	2
Cc1ccc(C(=O)Nc2ccccc2C(N)=O)o1	0	2	-0.4	3.4	1	5.1	1.1	5.4	-0.8	-0.5	6
CC(C)(CCC(=S)N1CCOCC1)C1CCCCC1	6	-2	-1.6	0.0	-1	3.4	0.2	4.6	-1.1	-0.4	19*
O=C(N/N=C/c1c[nH]c2ccccc12)c1cccc(Cl)c1	4	-2	4.7	2.4	1	3.8	-0.1	6.2	1.4*	0.5	-13
O=S(=O)(c1ccc(F)c(F)c1F)N1CCN(C(=S)NCc2ccccc2)CC1	10	-6	-1.1	-0.6	-1	-0.1	-1.3	-0.5	-1.4	0.3	-13
CCCCc1n[nH]c(=S)n1Cc1ccc(Cl)cc1	-16	-4	-1.2	0.1	2	2.4	0.2	1.0	-1.1	-0.6	20*
COc1ccccc1-n1c(=O)c(C#N)c(-c2ccc([N+](=O)[O-])cc2)c2cc(C(=O)c3cc(F)ccc3O)cnc21	-2	2	-1.4	-0.9	-2	0.0	-0.1	0.7	-1.3	-0.1	-8
COc1cc2sc3cc(NCc4ccc(C)o4)ccc3c(=O)c2cc1OC	1	1	1.6	0.5	8.7*	11*	1.1	6.9	-1.2	7.8	0
O=C(c1ccccc1F)N1CCC(O)(c2cccnc2)CC1	3	0	-1.9	-0.1	0	0.6	-0.2	-3.5	-0.8	-0.7	6
O=C(CSc1nnc(N2CCCC2)n1-c1ccccc1Cl)N1CCN(c2ccccn2)CC1	3	0	-0.7	-0.2	-2	-0.1	-2.0	0.6	-1.6	0.1	5
COc1ccccc1N1CCN(c2nc(C)cc(=O)[nH]2)CC1	-6	1	-2.0	0.8	-1	-0.1	0.5	1.7	-0.9	0.3	-3
CC(=O)c1coc2c1cc(O)c1ccccc12	-7	23	-1.6	-0.7	0	4.1	0.1	2.0	-0.8	-0.3	-16
Cc1ccc(CN2CCN(Cc3cn[nH]c3-c3ccccc3)CC2CCO)o1 (stereo not given)	2	0	1.6	1.4	3	-1.6	-1.0	-0.1	-1.1	-0.1	-4

Next section, overlapping the part above by two compounds.
SMILES	NPR2 activator	GC-A act	hcDAF12 agonist	DAX1 inh-1	SMARCA2 act	GAA850 FXN act	DAX1 inh-2	hgDAF-12 ag	ssDAF-12 act	proKLK7 act	HGIII-sPLA2 inh
CC(=O)c1coc2c1cc(O)c1ccccc12	-7	23	-1.6	-0.7	0	4.1	0.1	2.0	-0.8	-0.3	-16
Cc1ccc(CN2CCN(Cc3cn[nH]c3-c3ccccc3)CC2CCO)o1 (stereo not given)	2	0	1.6	1.4	3	-1.6	-1.0	-0.1	-1.1	-0.1	-4
O=C(CNC(=O)c1ccc(Br)cc1)NC1CC1	-1	1	-0.9	-0.3	4	2.0	-0.9	-0.5	-1.1	-0.6	2
CCOc1ccc(CN(C(=O)c2cc(=O)c3cc(C)cc(C)c3o2)C2CCS(=O)(=O)C2)cc1 (stereo not given)	1	-2	-3.1	0.7	2	2.3	-0.5	0.0	-1.0	0.1	-11
Cc1sc2ncnc(NC(C)C(=O)O)c2c1C (stereo not given)	1	-1	-0.8	5.3*	-4	-1.2	0.5	-1.8	-0.5	-0.4	2
COC(=O)Nc1ccc(S(=O)(=O)N2CCCCC2C(=O)NCc2ccco2)cc1 (stereo not given)	4	-3	-1.1	-0.5	-1	-1.7	-0.1	-2.3	-1.2	0.2	-5
CCC(=O)OCCNc1cc(Sc2nc3ccccc3s2)c2nonc2c1[N+](=O)[O-]	28	34	4.7	-1.2	-1	-3.3	-0.6	-1.5	0.4	0.0	11
Cc1cc2ccccc2nc1SCC(=O)NC1CCCC1	1	0	-0.9	nt	-1	2.7	-0.2	2.4	-1.4	0.4	-7
Cc1ccc(S(=O)(=O)N2CCN(C(=O)CCc3c[nH]c4ccccc34)CC2)c(C)c1	-1	-2	0.8	0.2	-1	-1.5	-1.4	-0.6	-0.3	0.1	-83
